# CDK5 inh – CDK5/p35 (human) kinase inhibition; Recombinant CDK5/p35, ADP-Glo luminescence, 60 min; hit rate 0.01% among 330,000; inhibition, % at 10 µM; Q00535+Q15078;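 active = highest replicate inhibition of at least 50% and at least 75% of replicates reaching 50%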;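 note: plate controls were DMSO neutral control for no effect and GW8510 at 10 µM for full effect; many of its hits are not listed in these tables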
# SUMO Mot1 rescue – SUMOylation pathway inhibition by Mot1-301 growth rescue; AID 2716; growth rescue, % at 18.8 µM; S. cerevisiae Mot1-301 growth rescue, ATP luminescence, 38.5C; percent above DMSO median, 100 means doubled; hit rate 1% among 320,000;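 active = every valid replicate shows activation above 250% relative to neutral control wells; inactive = the rest, any valid replicate at or below 250%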;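 note: OY570 slx delta 5 strain wells were the positive control but not used for scaling; some compounds called inactive have numbers as strong as hits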
# HTR5A inv ctr – inverse agonist of human HTR5A in OPRM1-OPRD1 counter-screen; HTR5A cell line, luminescence, inverse agonism; hit rate 0.083% among 340,000; inhibition, % at 9.3 µM; P47898; in the data active = inhibition mostly above about 23%, no sharp cut-off; inactive = mostly below about 18%;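 note: 0% = cells with DMSO and 100% = no-cell wells with DMSO; some compounds called inactive have numbers as strong as hits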
# E coli growth – reduces bacterial viability in AddAB counter-screen; E. coli V3065 growth, OD600 absorbance, 18 h; inhibition, % at 11.9 µM; hit rate 0.27% among 330,000;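 active = inhibition above the campaign's mean inhibition across all tested compounds plus 3 SD, cut at about 9.9% in these data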;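 note: uninfected addAB+ strain grown without phage in ampicillin broth; 0% = DMSO wells and 100% = ciprofloxacin 0.95 µg/ml wells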
# phage Ecoli inh – E. coli growth loss with phage present | growth absorbance | inhibition, % at 11.9 µM | hit rate 0.26% among 360,000; in the data active = inhibition above about 11%
# AddAB inh – less growth of phage-infected E. coli with AddAB; E. coli expressing H. pylori AddAB, absorbance growth; inhibition, % at 11.9 µM; hit rate 0.29% among 330,000; in the data active = inhibition above about 12%;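 note: 0% = vehicle wells of infected cells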
# PKA-R1A act – PKA-R1A complex activation | P00514+P68181 | PKA-R1A dissociation, Cy5-IP20 fluorescence polarization; scaled: DMSO 0%, 113 µM cGMP 100% | activation, % at 11.4 µM | hit rate 0.083% among 340,000 | AID 504707;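 active = percent activation above the mean of all tested compounds plus 3 SD, cut at about 19% in these data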;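 note: higher means more PKAc released from R1A so a rise in polarization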
# PKA-R2B activ – PKA-R2B complex activation. P22694+P31323. PKA-R2B holoenzyme dissociation, Cy5-IP20 fluorescence polarization; R2B truncated from residue 108, S112A mutant; 0% DMSO only, 100% 113 µM cGMP. activation, % at 11.4 µM. hit rate 0.079% among 340,000. AID 504700;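 active = activation above a cutoff set at the mean over all compounds plus 3 SD, cut at about 18% in these data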;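 note: higher means more holoenzyme dissociation and a rise in polarization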
# Target sequence (P31323 whole entry, looked up, other chains not shown, the tested form may be a part): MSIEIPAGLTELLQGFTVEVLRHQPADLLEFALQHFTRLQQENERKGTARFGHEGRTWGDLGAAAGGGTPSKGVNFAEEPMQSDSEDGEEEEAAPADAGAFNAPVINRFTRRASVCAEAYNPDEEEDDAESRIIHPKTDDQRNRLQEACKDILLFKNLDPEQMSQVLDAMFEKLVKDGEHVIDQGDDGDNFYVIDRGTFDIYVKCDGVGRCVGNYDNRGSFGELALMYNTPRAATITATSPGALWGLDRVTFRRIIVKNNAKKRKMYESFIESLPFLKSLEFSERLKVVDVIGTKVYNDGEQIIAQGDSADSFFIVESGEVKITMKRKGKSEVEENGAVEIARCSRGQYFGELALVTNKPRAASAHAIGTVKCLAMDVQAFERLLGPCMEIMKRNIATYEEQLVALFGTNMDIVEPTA
# DAGLB inh – blocks human DAGLB lipase activity; HEK293T DAGLB membrane lysate, EnzChek fluorogenic substrate; hit rate 0.059% among 340,000; inhibition, % at 5.17 µM; Q8NCG7; AID 504411; in the data active = inhibition above about 34%;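 note: 0% = enzyme with vehicle and 100% = wells lacking enzyme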
# Target sequence (Q8NCG7 whole entry, looked up): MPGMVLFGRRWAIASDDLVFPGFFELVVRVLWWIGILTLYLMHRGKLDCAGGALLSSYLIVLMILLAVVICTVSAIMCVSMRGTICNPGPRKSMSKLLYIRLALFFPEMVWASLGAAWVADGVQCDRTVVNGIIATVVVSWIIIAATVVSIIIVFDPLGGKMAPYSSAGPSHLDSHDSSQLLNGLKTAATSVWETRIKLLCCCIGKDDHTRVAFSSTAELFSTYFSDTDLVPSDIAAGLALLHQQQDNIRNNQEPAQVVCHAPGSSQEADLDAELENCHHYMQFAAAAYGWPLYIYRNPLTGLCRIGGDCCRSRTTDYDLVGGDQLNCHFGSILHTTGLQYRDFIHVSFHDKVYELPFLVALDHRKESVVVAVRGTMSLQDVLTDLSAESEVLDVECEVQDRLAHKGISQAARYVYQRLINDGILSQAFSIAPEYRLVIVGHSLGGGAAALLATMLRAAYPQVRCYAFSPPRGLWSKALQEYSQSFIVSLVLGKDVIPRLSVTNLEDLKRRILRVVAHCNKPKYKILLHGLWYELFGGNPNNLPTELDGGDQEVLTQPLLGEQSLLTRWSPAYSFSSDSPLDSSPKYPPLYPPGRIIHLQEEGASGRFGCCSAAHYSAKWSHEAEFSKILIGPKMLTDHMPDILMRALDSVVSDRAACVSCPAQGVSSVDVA
# HTR5A ag – HTR5A agonism, opioid heterodimer counter-screen | HTR5A agonist assay, luminescence, cell-based | activation, % at 9.3 µM | hit rate 0.61% among 340,000 | AID 504692; in the data active = activation mostly above about 9.5%, no sharp cut-off; inactive = mostly below about 7.6%;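 note: 0% = cells with vehicle only and 100% = reference agonist; strong numbers were not always called active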
# Tat transport – E. coli Tat transport inhibition; E. coli MC4100 TorA-mCherry Tat export, fluorescence; inhibition, % at 10 µM; hit rate 0.036% among 340,000; AID 488895;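 active = mean replicate inhibition at least 50% and at least half of replicates individually reaching 50%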;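 note: exported cargo escapes ClpAP degradation while cytoplasmic cargo is degraded and loses fluorescence; 0% = median of neutral control wells and 100% = median of NaSCN control wells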
# Starred values were filed as active, the others as inactive; . = not tested or not shown.
SMILES,CDK5 inh,SUMO Mot1 rescue,HTR5A inv ctr,E coli growth,phage Ecoli inh,AddAB inh,PKA-R1A act,PKA-R2B activ,DAGLB inh,HTR5A ag,Tat transport
Cc1cc(-c2nnc(SCC(=O)Nc3nc(-c4ccccc4)cs3)o2)no1,2.4,9,-8,-1.5,-0.3,-2.1,-7,-5,6,2,-10
O=C1COc2ccc(C(=O)c3ccccc3C(=O)NCc3ccco3)cc2N1,-0.8,-12,-5,-0.6,1.6,2.1,-9,-3,2,1,3
COc1ccc(S(=O)(=O)Nc2ccccc2C(=O)N2CCOCC2)cc1Cl,-0.2,2,-1,0.5,-0.6,-0.2,8,-1,3,3,-3
CSc1nsc(SCC(=O)Nc2ccc(F)cc2)n1,0.9,16,1,-1.3,1.1,2.6,-13,1,-2,1,-3
OCC1(CCc2ccccc2)CCN(Cc2ccc3nsnc3c2)CC1,2.7,240,9,-2.1,3.6,0.2,-2,-11,-3,-3,-2
S=C(Nc1ccc2cn[nH]c2c1)Nc1ccc(Cl)cc1Cl,3.2,-8,16,0.7,2.1,-0.2,-5,6,1,5,2
CCCCn1c(Cc2ccccc2)nnc1SCC(=O)Nc1cc(C)on1,-0.8,-24,16,2.9,1.1,6.1,-3,-7,2,1,1
CCOc1ccc(S(=O)(=O)Nc2ccc(C(=O)N3CC(C)OC(C)C3)cc2)cc1 (stereo not given),-2.9,-11,12,-0.2,1.5,-0.2,-11,-2,1,0,9
COc1ccc(NC(C)C(=O)Nc2ccc(C#N)cc2)cc1Cl (stereo not given),-0.2,0,12,-1.7,3.8,0.8,-2,-7,1,-5,6
CC(=O)c1cccc(NC(=O)NC(C)c2ccc3c(c2)OCO3)c1 (stereo not given),-1.7,-2,3,1.9,2.9,-1.5,-6,-7,-1,-1,1
Cc1cc(C)cc(NC(=S)NC2CC3CCCC(C2)N3C2CCCC2)c1 (stereo not given),-0.4,1,-12,1.9,4.9,2.7,-2,3,0,9,-1
O=C(c1ccc(-c2ccccc2)cc1)N1CCN(c2ccccn2)CC1,-0.4,.,-4,1.8,1.6,1.9,-15,5,2,1,6
Cc1ccc(SCC(=O)NNC(=O)C2CCCCC2)cc1,-2.1,6,-19,-0.3,2.3,0.8,-8,-11,-1,1,0
CSc1nc(C)cc(/C=C\c2ccccc2)c1C#N,0.2,780,-5,-0.8,0.6,2.3,20*,1,-4,0,0
C=C1C(C(=O)N2CCN(C)CC2)C1C(=O)N1CCN(C)CC1 (stereo not given),0.8,-16,-15,0.2,2.3,0.4,-3,4,0,-1,1

# 3 of the entries above in order of the Tat transport value, descending:
structure,Tat transport
C=C1C(C(=O)N2CCN(C)CC2)C1C(=O)N1CCN(C)CC1 (stereo not given),1
Cc1ccc(SCC(=O)NNC(=O)C2CCCCC2)cc1,0
Cc1cc(-c2nnc(SCC(=O)Nc3nc(-c4ccccc4)cs3)o2)no1,-10

# Later entries
SMILES,CDK5 inh,SUMO Mot1 rescue,HTR5A inv ctr,E coli growth,phage Ecoli inh,AddAB inh,PKA-R1A act,PKA-R2B activ,DAGLB inh,HTR5A ag,Tat transport
O=S(=O)(NC1CCCC1)c1ccc(S(=O)(=O)NC2CCCC2)cc1,0.6,-1,-36,3.2,1.7,3.0,7,0,-2,-1,-4
O=S(=O)(Nc1ccc2oc(-c3ccccc3)nc2c1)c1ccccc1,0.7,-31,-13,-0.8,2.5,0.7,-6,-21,-2,5,-4
CC(=O)NCCCc1c[nH]c2ccc(Cl)cc12,1.1,-16,-4,-1.6,3.1,-0.2,-4,0,1,6,2
Cc1ccc(OCC(=O)N2CCC(C)CC2)c([N+](=O)[O-])n1,0.5,-12,-15,1.6,4.0,3.0,-6,-8,2,5,2
CCOC(=O)C1=C(O)/C(=C/c2cn(CC(=O)NCC3CCCO3)c3ccccc23)SC1=Nc1ccc(C)cc1 (stereo not given),6.2,-5,4,-0.8,.,0.6,-6,-2,1,9,0
O=C(NC1=NCCS1)c1sc2cc(Cl)cc(Cl)c2c1Cl,0.7,4,8,-0.8,3.6,2.3,-7,4,-5,-3,2
CCN1C[C@@H]2[C@@H]3C(=O)N(Cc4ccccc4)C(=O)[C@@H]3[C@](Cc3ccccc3)(C1=O)N2C(=O)c1ccc(Cl)c(Cl)c1,0.6,.,3,.,1.7,.,-4,-11,0,1,-6
OCCCn1c(C(CO)Nc2nc(-c3ccc(Cl)cc3)cs2)nc2ccccc21 (stereo not given),-0.5,27,16,1.3,2.3,3.7,-1,3,1,-6,0
COc1ccc(-n2ccnc2CN2CCCC(CO)(Cc3cccc(OC)c3)C2)cc1 (stereo not given),0.7,5,10,-2.8,0.8,-2.9,-6,-6,0,-4,-1
COC(=O)C1CC(=O)N(Cc2ccccc2)C1 (stereo not given),1.2,-7,-24,2.7,1.2,0.3,-14,-9,1,-4,1
CC(C)CN(C(=O)COC(=O)CNC(=O)c1ccccc1F)C1CCS(=O)(=O)C1 (stereo not given),3.8,.,-3,-0.9,4.9,1.5,-5,0,1,1,-6
Cc1ccc(C(=O)Nc2ccc(Cl)cn2)cc1S(=O)(=O)N1CCOCC1,2.6,.,-24,-1.3,2.1,0.4,3,4,-1,1,-8
CCOC(=O)Cc1csc(SCc2nc3ccccc3c(=O)[nH]2)n1,-1.1,-5,4,-0.3,2.8,1.5,12,7,-2,2,2
COc1cc(OC)cc(C(=O)NCC2CCCN(C(=O)c3csc(C(C)C)n3)C2)c1 (stereo not given),-0.4,-1,18,.,1.4,.,5,9,2,2,-3
Cc1[nH]n(-c2ccccc2)c(=O)c1C1(C(F)(F)F)C(=O)N(c2ccccc2)C2=C1C(=O)CC(C)(C)C2 (stereo not given),-2.5,-9,8,-0.2,0.5,0.9,-12,-5,4,-4,-6
CCOc1cc(C#N)c(NC(=O)c2cccnc2)cc1OCC,-2.1,35,-11,-0.5,3.0,3.6,-6,2,1,0,-12
O=C(O)CN1C(=O)/C(=C2\C(=O)N(Cc3ccccc3Cl)c3ccccc32)SC1=S,0.7,-14,-11,3.8,2.8,2.5,-15,-13,1,3,-3
Cc1cccc(NC(=O)c2nc[nH]c2C(=O)N[C@H](C)c2ccccc2)c1,0.7,-6,-32,-1.0,0.6,-0.2,6,-11,-1,-1,8
COCCNC(=O)C1CC2Cn3c(nc4cc(Cl)c(Cl)cc43)C2N1C (stereo not given),-0.1,92,4,-0.5,0.6,2.0,-10,-1,1,0,-3
O=C(CSc1nnc(-c2cccnc2)n1CCN1CCCCC1)Nc1cccc(Cl)c1,-1.2,2,-37,-0.3,1.1,2.0,3,8,0,2,7
COc1cccc(CN2C[C@]34C=C[C@@H](C[C@@H]3S2(=O)=O)O4)c1,0.5,-9,-3,1.4,3.3,0.6,5,-10,-3,8,-4
O=C(NC1(C(=O)NC2CCCC2)CCCCC1)c1ccc2c(c1)OCO2,0.3,14,9,-2.3,2.5,0.7,-1,-8,-3,0,2
CCOC(=O)C(C)Oc1cccc2c(=O)n(CC(=O)N3CCc4ccccc43)ccc12 (stereo not given),-0.1,-3,-7,-1.5,1.2,0.2,8,0,-4,-5,-3
Nc1ccc(C(=O)OCc2nc3ccccc3s2)cc1,-2.0,19,1,-2.3,3.4,5.8,-12,-6,-2,4,1
Cc1cccc(/C=N/NC(=O)c2cc(Br)ccc2OCc2ccccc2)n1,2.0,12,7,-1.5,0.9,1.2,1,19*,1,-3,-2
CCCCN1CCC(CN2C(=O)C(=O)NC[C@@H]2Cc2ccccc2)CC1,-5.4,.,-3,.,1.8,.,10,-10,-1,1,0
COc1ccc(-c2ccc(C#N)c(OC(=O)c3c(Cl)cccc3Cl)n2)cc1,-0.2,5,-1,-0.2,4.5,3.0,-11,-2,-12,0,2
CCN1CCN(C(=O)CN(C)S(=O)(=O)c2cc(C)ccc2OC)CC1,2.6,-3,0,-1.0,4.6,1.9,2,-2,1,0,10
CC(=O)Nc1cccc(Oc2ncnc3scc(-c4ccc(C(C)C)cc4)c23)c1,-0.5,19,-8,0.2,2.8,1.4,-16,0,-1,1,19
Cc1cccc(C)c1OCCCCn1cnc2ccccc2c1=O,-1.1,-11,-31,-0.8,1.3,1.3,4,4,-3,0,2
O=C1OC[C@H]2CCCC[C@@H](CO)ON12,1.8,.,-13,2.3,0.7,-1.5,-4,-1,2,4,3
COc1ccc(-c2cc(C)no2)cc1S(=O)(=O)N1CCCN(Cc2ccc(F)cc2)C1,1.0,0,-9,0.9,1.8,-0.1,-4,-4,-3,1,2
COc1cc(C(=O)Nc2cccc(-c3nc4ncccc4o3)c2C)cc(OC)c1OC,-0.7,.,-11,0.4,2.8,6.1,6,0,1,-6,-5
CCOC(=O)c1cc(-c2nnc(-c3ccc(Cl)cc3)o2)c(C)nc1C,-1.7,-10,12,1.7,3.6,4.6,-8,-4,-4,-4,-2
CCOC(=O)c1cc2c(n(-c3ccc(C)cc3)c1=O)CCCC2=O,1.7,92,-4,-3.0,2.1,-1.2,-4,-7,-1,-8,5
Cn1cc(C(=O)c2ccc(Cl)cc2Cl)cc1C(=O)N/N=C(\N)COc1cccc(C(F)(F)F)c1,0.6,10,9,3.8,9.7,8.4,6,-7,-10,0,-14
COc1ccc(C(=O)Nc2cc(C(F)(F)F)ccc2-n2cnc3ccccc32)cc1,1.1,-2,-3,0.7,3.4,-1.5,-7,2,0,2,-3
COC(=O)c1cccc(NS(C)(=O)=O)c1C,-1.5,6,-8,3.3,2.6,-0.8,-3,-2,-1,-2,-4
N#Cc1ccc(CN2C(=O)NC3(CCCCCC3)C2=O)cc1,-0.1,-2,0,0.3,3.6,1.3,-5,2,-1,6,1
COc1nc(N(C)C)nc(N(C)c2cc(Cl)cc(Cl)c2)n1,0.8,-23,-12,0.5,3.5,3.5,-4,-5,-4,3,-4
CCOC(=O)C1=C(COC(=O)CCOc2cccc(C)c2)NC(=O)NC1C (stereo not given),-0.1,98,-17,2.2,0.0,0.7,12,0,-4,7,3
COc1cc(/C=N/NC(N)=S)cc(Br)c1OCc1ccccc1F,1.7,15,12,-1.7,3.2,-1.5,-7,-2,0,-4,11
O=C(NCc1ccncc1)Nc1cccc(Cl)c1,-1.5,119,9,-1.9,1.6,-0.3,-10,-6,0,-4,-4
Cc1cc(C(=O)CN2C(=O)c3ccccc3C2=O)c(C)n1Cc1cccs1,-1.4,-2,13,1.3,2.1,0.5,-1,2,-3,0,-1
COc1ccc2oc(C(=O)N(C)Cc3ccc4c(c3)OCCO4)c(C)c2c1,3.1,11,-7,-3.3,1.9,-2.2,-2,-5,-7,3,4
COc1cccc(NC(=O)c2cc(-c3ccccn3)nc3ccccc23)c1,1.1,4,-24,1.1,1.0,1.7,-8,-10,-6,3,2
CC(C)C(NC(=O)OCc1ccccc1)C(=O)OCC(=O)N1CCCCC1 (stereo not given),1.5,-3,6,2.5,0.2,0.8,-2,-9,-3,3,-10

# Entries listed so far shown as hits in PKA-R2B activ.
mol | CDK5 inh | SUMO Mot1 rescue | phage Ecoli inh | AddAB inh | PKA-R1A act | PKA-R2B activ | DAGLB inh | Tat transport
Cc1cccc(/C=N/NC(=O)c2cc(Br)ccc2OCc2ccccc2)n1 | 2.0 | 12 | 0.9 | 1.2 | 1 | 19* | 1 | -2

# From PubChem BioAssay
